ERG Ets-DNA blk: blocks human ERG Ets domain binding to DNA; Potency, µM (series often up to 76.9 µM), for the others: at the top dose FP activity, negative = inhibition, actives largely listed as inhibitors; 0.028% of 370,000 active; fluorescence polarization, His-ERG Ets domain / labelled DNA; P11308; active = well fitted inhibition curve with a large enough effect in the polarisation, with a control signal flat; inconclusive = small, poorly fitted or top-dose-only effect, or effect the other way, or a change in a side signal; inactive = no such curve, though single readings can be large or run the other way; the % refers to the polarisation;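 also: polarization taken with two DNA probes labelled with fluorescein and Texas red; potency is read from the fitted curve at half-maximal effect; % of control where 0% means no effect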
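His-tagged ERG Ets domain (1 uM in the protein solution; 300mM KCl, 50mM Tris-HCl, 1mM EDTA, 1mM DTT, pH 7.5) received compound, then a probe mix of 5 nM fluorescein-DNA and 100nM Texas-615-DNA. Fluorescence polarization was read for both dyes.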
G9a block: G9a (human) methyltransferase inhibition; 8.8% of 350,000 active; Q96KQ7; Potency, µM (series often up to 102 µM), inactives show at the top dose activity, negative = inhibition, actives largely listed as inhibitors; G9a H3K9 monomethylation, AlphaScreen, 2 h; AID 504332; also: potency is read from the fitted curve at half-maximal effect; % is scaled to controls: 0 for no effect and ±100 for the full control effect; nearly all actives have a fitted effect of over 75% in size
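Compounds were preincubated with 20 nM G9a for 15 min, after which biotinylated H3K9 peptide (500 nM) and SAM (20 uM) started a 2 h room-temperature reaction. Monomethylated product was quantified by antibody-based AlphaScreen chemiluminescence.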
HP1b chromo inh: blocks HP1-beta chromodomain binding to methylated histone tails. AlphaScreen HP1-beta / biotin-H3K9me3 peptide binding. 0.56% of 390,000 active. P83916. Potency, µM (doses to about 114 µM), without a hit: top-dose activity change, negative = inhibition, hits mostly inhibitors. AID 540317; also: potency is read from the fitted curve at half-maximal effect; nearly all actives have a fitted effect of over 70% in size; inactives centre near 23
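AlphaScreen: HP1-beta (50 nM) preformed 30 min with biotin-H3(1-18)K9me3 peptide (50 nM) in PBS pH 7.4, 0.01% Tween-20. Compound added for 30 min at RT, then streptavidin donor/nickel chelate acceptor beads (10 ug/mL) for 30 min.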
JMJD2A Tudor inh: blocks the human JMJD2A Tudor domain. Potency, µM (series often up to 114 µM), for the others: at the highest dose activity change, negative = inhibition, hits mostly inhibitors. 4.4% of 390,000 active. AlphaScreen JMJD2A-Tudor / H3K4me3 peptide binding. O75164. AID 504339; also: potency is read from the fitted curve at half-maximal effect; % is scaled to controls: 0 for no effect and ±100 for the full control effect; nearly all actives have a fitted effect of over 50% in size
Pin1 inhibitor: human Pin1 inhibition; Q13526; Pin1 FP peptide displacement, HiFluor488, 10 min; Potency, µM (doses to about 115 µM), for the others: top-dose activity, negative = inhibition, usual class: inhibitors; 0.009% of 390,000 active; AID 504891; active = well fitted inhibition curve with a large enough effect in the polarisation, with a control signal flat, not every such curve was filed as active; inconclusive = small, poorly fitted or top-dose-only effect, or effect the other way, or a change in a side signal; inactive = no such curve, though single readings can be large or run the other way; the % refers to the polarisation; also: potency is read from the fitted curve at half-maximal effect; % is scaled to controls: 0 for no effect and ±100 for the full control effect
PI4K2A inh: blocks human PI4K2A kinase activity; Q9BTU6; purified PI4K2A, ADP-Glo luminescence, 1 h; active compounds read low; activity change, negative = inhibition, % at 76.9 µM; 0.13% of 420,000 active; AID 1346378; in the data active = activity change below about -50%; inconclusive = mostly about -30% to -49%;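 also: -100% = wells without enzyme as full effect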
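PI4K2A activity was measured by ADP-Glo luminescence: enzyme (4 ug/mL stock) and phosphatidylinositol (1.2 mM stock) in Tris pH 7.5/MgCl2/EGTA/Triton X-100 buffer were reacted with ATP (300 microM stock) for one hour at ambient temperature.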
BAZ2B inh: blocks human BAZ2B. Q9UIF8. Potency, µM (top dose mostly 114 µM), without a hit: top-dose activity change, negative = inhibition, most hits filed as inhibitors. AID 504333. AlphaScreen BAZ2B-H3K14Ac peptide displacement. 4.4% of 360,000 active; also: potency is read from the fitted curve at half-maximal effect; % is scaled to controls: 0 for no effect and ±100 for the full control effect; nearly all actives have a fitted effect of over 60% in size
Target sequence (Q9UIF8 whole entry, looked up): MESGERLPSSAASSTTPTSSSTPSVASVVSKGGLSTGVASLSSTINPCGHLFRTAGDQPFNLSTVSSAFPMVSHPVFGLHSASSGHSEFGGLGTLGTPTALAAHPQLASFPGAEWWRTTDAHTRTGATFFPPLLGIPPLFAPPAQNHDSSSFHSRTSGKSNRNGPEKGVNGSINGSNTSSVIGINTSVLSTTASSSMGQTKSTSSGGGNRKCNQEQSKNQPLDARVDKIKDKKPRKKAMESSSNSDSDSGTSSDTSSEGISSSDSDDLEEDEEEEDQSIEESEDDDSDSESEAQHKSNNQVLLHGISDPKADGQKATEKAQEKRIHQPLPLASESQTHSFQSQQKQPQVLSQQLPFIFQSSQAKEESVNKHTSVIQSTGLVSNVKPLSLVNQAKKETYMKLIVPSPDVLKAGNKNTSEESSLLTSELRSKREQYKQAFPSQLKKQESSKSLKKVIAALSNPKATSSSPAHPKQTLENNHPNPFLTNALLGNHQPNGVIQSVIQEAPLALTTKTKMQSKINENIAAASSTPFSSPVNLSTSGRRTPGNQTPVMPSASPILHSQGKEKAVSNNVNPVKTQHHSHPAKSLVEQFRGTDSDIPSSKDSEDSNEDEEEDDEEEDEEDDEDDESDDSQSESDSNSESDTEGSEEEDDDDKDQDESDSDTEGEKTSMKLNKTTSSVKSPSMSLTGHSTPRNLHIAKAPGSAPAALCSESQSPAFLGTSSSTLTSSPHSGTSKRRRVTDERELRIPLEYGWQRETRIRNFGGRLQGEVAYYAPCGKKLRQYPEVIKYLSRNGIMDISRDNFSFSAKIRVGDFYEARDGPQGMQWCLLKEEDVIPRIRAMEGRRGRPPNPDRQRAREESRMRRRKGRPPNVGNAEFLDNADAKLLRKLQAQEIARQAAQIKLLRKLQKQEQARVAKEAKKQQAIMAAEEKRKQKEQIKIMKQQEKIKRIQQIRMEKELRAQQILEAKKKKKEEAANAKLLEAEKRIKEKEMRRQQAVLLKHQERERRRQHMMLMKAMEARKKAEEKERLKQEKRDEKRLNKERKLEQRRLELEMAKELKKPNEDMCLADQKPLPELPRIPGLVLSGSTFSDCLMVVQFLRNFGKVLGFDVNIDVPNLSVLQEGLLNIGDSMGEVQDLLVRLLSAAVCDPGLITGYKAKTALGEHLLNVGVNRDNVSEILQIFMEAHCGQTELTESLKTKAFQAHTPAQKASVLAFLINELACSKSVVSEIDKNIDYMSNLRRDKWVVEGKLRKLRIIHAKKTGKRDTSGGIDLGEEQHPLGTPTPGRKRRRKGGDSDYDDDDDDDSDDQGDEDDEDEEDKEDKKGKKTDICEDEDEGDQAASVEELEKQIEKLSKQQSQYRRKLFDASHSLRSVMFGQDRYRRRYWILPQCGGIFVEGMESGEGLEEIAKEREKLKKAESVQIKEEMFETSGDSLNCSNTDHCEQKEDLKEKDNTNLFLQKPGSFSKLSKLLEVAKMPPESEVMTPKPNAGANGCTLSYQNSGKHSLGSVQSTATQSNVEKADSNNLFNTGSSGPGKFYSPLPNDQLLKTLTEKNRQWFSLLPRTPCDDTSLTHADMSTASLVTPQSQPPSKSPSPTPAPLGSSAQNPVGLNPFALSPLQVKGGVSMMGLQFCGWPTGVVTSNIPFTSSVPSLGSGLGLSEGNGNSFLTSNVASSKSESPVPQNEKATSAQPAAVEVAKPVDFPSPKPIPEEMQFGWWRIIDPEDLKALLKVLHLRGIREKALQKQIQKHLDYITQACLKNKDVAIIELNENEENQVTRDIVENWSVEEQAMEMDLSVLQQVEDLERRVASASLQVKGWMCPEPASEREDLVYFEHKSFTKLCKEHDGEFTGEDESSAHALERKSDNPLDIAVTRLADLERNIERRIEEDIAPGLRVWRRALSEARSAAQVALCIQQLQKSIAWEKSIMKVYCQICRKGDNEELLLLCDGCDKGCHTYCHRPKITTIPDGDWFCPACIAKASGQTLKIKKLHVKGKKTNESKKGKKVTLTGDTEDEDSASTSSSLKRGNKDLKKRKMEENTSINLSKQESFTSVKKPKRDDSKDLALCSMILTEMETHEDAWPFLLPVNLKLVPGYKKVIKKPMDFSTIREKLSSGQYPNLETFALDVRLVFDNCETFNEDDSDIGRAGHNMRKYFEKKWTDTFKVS
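BAZ2B 50 nM plus b-H3(5-23)K14Ac 50 nM, PBS pH 7.4/0.01% Tween-20, 30 min RT; compound added (max 110 uM), 30 min RT; streptavidin donor/Ni-chelate acceptor beads 10 ug/mL final, 20 min dark; AlphaScreen read.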
GLS inhibitor: inhibitors of human glutaminase (GLS). O94925. GLS enzymatic activity, qHTS titration. Potency, µM (titrated, usually from 45.5 µM), without a hit: at the highest dose activity change, negative = inhibition, most hits filed as inhibitors. 0.21% of 410,000 active. AID 624170; also: potency is read from the fitted curve at half-maximal effect; % is scaled to controls: 0 for no effect and ±100 for the full control effect
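Human kidney-isoform GLS in 45 mM KH2PO4 pH 8.2, 0.02% Tween-20, with compound, started with 1mM L-Glutamine (added stock). Glutamate oxidase/HRP/Amplex red coupled fluorescence read at start and after 30 min at RT.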
PGK inhibitor: T. brucei PGK inhibition | Potency, µM (doses to about 57.5 µM), for inactives: at the top dose activity change, negative = inhibition, usual class: inhibitors | PGK/GAPDH coupled, Kinase-Glo luminescence, 60 min | 0.043% of 380,000 active; also: potency is read from the fitted curve at half-maximal effect; % is scaled to controls: 0 for no effect and ±100 for the full control effect; nearly all actives have a fitted effect of over 60% in size
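Recombinant glycosomal PGK reaction used 1,3-bisphosphoglycerate generated in-well by GAPDH (100nM final) in 100mM TEA pH 7.6, 5mM MgCl2, 0.01% Tween-20. After 60 minutes at room temperature, ATP was read by Kinase-Glo Plus luminescence end-point.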
The depositor's hits bear a star; i = inactive; ? = inconclusive; nt = no result given; & = joins results of further samples; [ ] = remark or other dose. Unless noted, calls follow the shape of the dose curve; as a rule, active = well fitted curve in the direction sought with a large enough effect; inconclusive = small, poorly fitted or top-dose-only effect, or another doubt; inactive = no such curve, though single readings can be large; an effect the other way counts as inactive or inconclusive.

SMILES	ERG Ets-DNA blk	G9a block	HP1b chromo inh	JMJD2A Tudor inh	Pin1 inhibitor	PI4K2A inh	BAZ2B inh	GLS inhibitor	PGK inhibitor
COC(=O)c1cc(C(C)=O)c(C)[nH]c1=O	-7.6%	8.4%	38.9%	6.4%	-5.7%	0.4	-15.8%	-9.9%	-5.2%
CC(C)CNC(=O)CC(c1ccccc1)c1c(O)ccc2ccccc12 (stereo not drawn)	5.2%	?	19.9%	-12.9%	-3.2%	9.6	1.7%	3.3%	-9.4%
CC(C)=CCC(C)(C)CNC(=O)NC1CCCCC1	-4.9%	8.0%[59 µM]	42.2%[activator]	4.1%	-8.6%	0.2	43.7%[activator]	-3.1%	-0.4%
COCCOC1CCN(C(=O)c2cc(COc3ccc(-n4cncn4)cc3)on2)CC1	8.8%	40.3%	23.8%	0.7%	-6.5%	2.5	0.4%	0.2%	-4.2%
COc1ccc(C(=O)n2nc(-c3ccc(OC)cc3)nc2N)cc1	-2.9%	5.7%[59 µM]	29.3%	-2.8%	4.3%	-3.6	6.3%	-2.8%	10.8%
CCC(=O)Nc1nc(C)c(C(=O)N2CCCCC2)s1	nt	-2.3%[59 µM]	28.6%	-11.0%	-0.1%	-3.0	3.0%	-1.8%	-8.7%
O=C(CCNS(=O)(=O)c1ccc(Br)cc1)N1CCN(c2ccccc2O)CC1	-2.4%	?	-14.6%	-25.6%	-4.8%	0.2	-8.3%	12.5%	-11.6%
CCc1ccccc1NC(=O)Cn1c(=O)n(CCCS(=O)(=O)C2CCCCC2)c(=O)c2ccccc21	0.0%	0.0%[59 µM]	19.9%	-17.5%	0.4%	-1.1	12.1%	-0.8%	6.9%
Nn1c(SCC(=O)N2CCc3ccccc3C2)nnc1-c1cccs1	2.8%	11.0%	10.1%	-12.7%	0.0%	5.6	-5.3%	4.8%	-4.1%
O=C(CCCCCN1C(=O)c2ccccc2C1=O)Nc1ccc(F)cc1	1.5%	10.2%[59 µM]	21.6%	1.3%	-0.3%	-3.9	-1.7%	3.4%	8.8%
O=C(NCCc1ccccc1)C1CCCN(c2nc3ccccc3s2)C1 (stereo not drawn)	4.6%	-13.4%	41.5%[activator]	6.3%	0.2%	-3.2	-11.3%	-5.3%	-2.3%
Cc1cccc(N2CCN(C(=O)c3ccc(NC(=O)c4nsc5ccccc45)cc3)CC2C)c1 (stereo not drawn)	0.1%	-26.5%[59 µM]	-4.8%[57 µM]	-33.1%	5.4%	-2.6	?	16.5%	5.2%
COc1cc(C(=O)OCC(=O)N(C)C)cc(NC(=O)c2ccco2)c1OC	-5.9%	8.5%[12.7 µM]	15.3%	4.8%	-0.4%	0.6	?	-2.8%	3.6%
CCN(c1ccccc1)S(=O)(=O)c1ccc(C(=O)Nc2nccs2)cc1	10.3%	16.6%	49.6%[activator]	-6.4%	23.9%	-1.4	7.4%	-8.4%	i
CC(=O)Nc1ccc(S(=O)(=O)N2CCN(S(=O)(=O)c3ccc(F)c(F)c3F)CC2)cc1	-0.5%	17.8%	51.9%[activator]	11.1%	-0.9%	-1.0	6.1%	-1.9%	nt
O=C(CN1CCOCC1)Nc1ccccc1Cl	-8.0%	16.8%[12.7 µM]	26.2%	-0.6%	0.7%	6.9	9.8%	1.9%	-6.0%
c1cnc2ccc(C(c3nnnn3C3CCCCC3)N3CCN4CCCC4C3)cc2c1 (stereo not drawn)	-4.3%	4.9%[12.7 µM]	16.8%	-11.4%	-0.1%	-3.3	1.1%	15.9%	-5.1%
O=C(C[n+]1cc(-c2ccc(Cl)c(Cl)c2)n2c1CCC2)OCc1ccccc1	-1.4%	-4.3%[59 µM]	39.5%	-2.1%	5.1%	-1.2	-3.9%	-1.6%	-6.0%
CN(CC(=O)Nc1ccccc1Br)C(=O)c1ccccc1Cc1ccccc1	2.9%	0.3%[12.7 µM]	51.0%[activator]	-7.8%	2.2%	1.0	-5.0%	0.0%	-2.4%
O=C(CN1CCN(S(=O)(=O)c2ccc(Cl)c(Cl)c2)CC1)N1CCCC1	3.3%	1.5%[59 µM]	22.7%	-4.9%	-0.1%	-0.7	4.9%	3.8%	12.4%
Cc1ccc(C)c(N2CCN(C(=O)c3ccc(N4CCOCC4)c([N+](=O)[O-])c3)CC2)c1	-1.5%	44.7µM*	44.7µM*	56.2µM*	3.0%	-0.3	?	-11.4%	-4.3%
CCn1c(/C=C/c2c(C)[nH]c3ccccc23)nc2ccccc2c1=O	0.0%	7.4%[59 µM]	13.7%	-6.2%	?	2.7	3.2%	-22.7%	?
O=C(O)c1ccc(NS(=O)(=O)c2ccc3c(c2)OCCCO3)cc1	5.0%	-8.1%	38.2%	-6.9%	-1.9%	-0.4	-5.3%	-5.5%	2.7%
CCc1cc(C(N)=S)ccn1	5.7%&-8.3%	4.8%[59 µM]	13.6%&27.1%	-2.9%&-1.4%	-4.9%&-3.9%	-0.8&-0.1&2.0	-25.5%	-9.6%&3.6%&9.9%	6.4%&0.2%
Cc1n[nH]c(C)c1S(=O)(=O)N1CCc2ccccc2C1	16.3%	17.0%[0.0925 µM]	18.3%	-10.1%	-6.6%	-3.8	0.2%	-0.3%	i
Cc1ccc(NC(=O)c2cc(S(=O)(=O)N3CCc4ccccc43)ccc2F)cc1Cl	-0.3%	-7.9%[59 µM]	-1.3%	-22.6%	57.9%[activator]	-4.2	-7.8%	-8.9%	-8.2%
Cc1ccc(N2CN=c3s/c(=C\c4ccccn4)c(=O)n3C2)cc1	7.1%	-21.2%	16.5%	-7.5%	0.3%	0.9	2.7%	24.2%	-8.8%
CCCCCn1c(=O)[nH]c2cc(C(=O)NCc3ccc(OC)cc3)ccc2c1=O	7.4%	-6.0%[59 µM]	36.6%[activator]	7.5%	76.9%[activator]	1.8	-1.5%	-3.9%	0.2%
O=C(O)c1ccc(-c2cccc(Cl)c2)o1	-8.9%	nt	10.2%	-24.5%	?	-1.2	nt	1.6%	-6.8%
COc1ccc(OC)c(CNC(=O)C2CCCN(c3ncnc4c3nc3n4CCCCC3)C2)c1 (stereo not drawn)	-3.4%	24.3%	28.2%	-20.7%	7.5%	1.1	-7.0%	3.6%	-9.1%
CCOc1ccc(N(CC(=O)N2CCC(Cc3ccccc3)CC2)S(C)(=O)=O)cc1	-5.2%	nt	9.3%	-10.3%	-0.7%	-1.9	14.3%	-0.8%	4.5%
O=C(Nc1ccccc1)Nc1ccccc1	0.1%	-27.9%[2.33 µM]	28.3%	-6.1%&-5.5%	0.5%&4.0%	-7.1	nt	-2.9%	-10.7%
COC(=O)c1c(C)[nH]c(C(=O)OCC(=O)NC(C)(C)C)c1C	-5.8%	-1.5%	21.9%	-22.8%	-6.6%	-2.2	-32.7%	-1.0%	i
O=C(NCCSc1c(-c2ccccc2)[nH]c2ccccc12)c1cc2ccccc2oc1=O	14.0%	?	-9.3%	-28.9%	3.2%	8.5	-34.9%	-3.4%	-11.4%
Cc1ccccc1OC(C)C(=O)NCCCN1CCOCC1 (stereo not drawn)	11.3%	7.5%	17.0%	1.1%	2.3%	-0.5	-4.1%	-3.1%	0.2%
CN1CCc2c(sc(NC(=O)C3COc4ccccc4O3)c2C(N)=O)C1 (stereo not drawn)	13.9%	nt	17.0%	-18.2%	5.9%	1.3	-19.3%	33.9%	8.3%
O=C(c1cnc2n(c1=O)CCS2)N1CCCc2ccccc21	-1.6%	-4.1%[59 µM]	21.1%	-13.0%	-4.4%	5.4	-2.8%	-3.4%	-4.5%
CCC(C)NC(=O)Nc1ccc(C)cc1C (stereo not drawn)	-0.1%	nt	62.9%[activator]	2.8%	0.7%	-0.9	-14.9%	-3.0%	0.9%
CC(=O)N1CCN(C(=S)c2ccc(-c3ccc(Cl)cc3)o2)CC1	11.7%	3.98µM*	-68.4%	?	-15.0%	-4.1	-6.1%	-4.4%	-6.5%
Cc1ccc(-n2c([S-])c(C(=O)NC(C)c3ccccc3)[n+]3ccccc23)cc1 (stereo not drawn)	-1.8%	39.8µM*	-4.3%	-34.7%	-1.3%	1.5	-18.4%	0.5%	-3.5%
OC(C#Cc1ccccc1)(c1ccccc1)c1ccccc1	7.9%	nt	84.6%[activator]	56.6%[activator]	-1.6%	3.8	nt	-7.3%	-7.0%
CCc1cc(=O)oc2c(CNCc3ccccc3F)c(O)c(Cl)cc12	0.5%	50.1µM*	39.7%	?	2.0%	2.9	?	11.9%	nt
CC1(C)CC2(CCO1)OC(=O)CC2C(=O)Nc1ccc(Cl)cc1[N+](=O)[O-] (stereo not drawn)	-14.2%	11.8%	0.2%	-6.2%	-2.1%	-0.5	0.5%	4.8%	-3.6%

An excerpt from above in order of their number in GLS inhibitor, ascending:
structure	GLS inhibitor
O=C(c1cnc2n(c1=O)CCS2)N1CCCc2ccccc21	-3.4%
CC1(C)CC2(CCO1)OC(=O)CC2C(=O)Nc1ccc(Cl)cc1[N+](=O)[O-] (stereo not drawn)	4.8%
CN1CCc2c(sc(NC(=O)C3COc4ccccc4O3)c2C(N)=O)C1 (stereo not drawn)	33.9%

Source: PubChem
